Assay outcomes as filed in PubChem BioAssay.
TRb SRC2 PPI = inhibitors of human thyroid hormone receptor beta-SRC2 interaction; P10828; TRbeta-SRC2 peptide binding, fluorescence polarization; receptor liganded with 1 µM T3; Potency, µM (doses to about 106 µM), inactives show at the highest dose activity change, negative = inhibition, actives largely listed as inhibitors; 280,000 tested, 0.065% active;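 note: plate controls were bound peptide for no effect and peptide without receptor for full effect; nearly all actives have a fitted effect of over 50% in size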
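Fluorescence polarization of 20 nM Texas Red SRC2 peptide with 0.6 uM human TRb ligand-binding domain, in Tris buffer with 1uM T3 and 5% DMSO. Incubated 5 hr ambient; normalized to unbound and bound controls.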
TR SRC2 fluor cs = alters Texas Red total fluorescence, flagging assay interference. 280,000 tested, 0.29% active. TRb/SRC2 Texas Red total fluorescence interference. Potency, µM (highest dose often 106 µM), without a hit: at the top dose fluorescence change, negative = quenching. AID 1479; active = well fitted curve in either direction with a large enough effect; inconclusive = small, poorly fitted or top-dose-only effect
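Human TRb ligand-binding domain at 0.6 uM with 20 nM Texas Red SRC2 peptide in Tris buffer containing 1 uM T3 and 5% DMSO, incubated with compound 5 h at ambient temperature. Total fluorescence (555/632 nm) calculated as parallel + 2 × perpendicular.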
L3MBTL1 inh = inhibitors of human L3MBTL1. AlphaScreen L3MBTL1–H3K9me1 peptide binding. Potency, µM (top dose mostly 57.1 µM), inactives show at the top dose activity, negative = inhibition, usual class: inhibitors. 230,000 tested, 0.66% active; note: nearly all actives have a fitted effect of over 60% in size
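First, the protein-peptide complex forms for 30 min at room temperature (L3MBTL1 50 nM, biotinylated H3K9me1 peptide 75 nM). Next, compounds are pin-transferred and incubated 30 min. Finally, AlphaScreen beads are added and read after 30 min.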
GAA inhib = inhibitors of human lysosomal alpha-glucosidase | Potency, µM (highest dose often 76.9 µM), for inactives: at the top dose activity change, negative = inhibition, hits mostly inhibitors | 200,000 tested, 0.005% active | P10253 | AID 1466 | purified human GAA, 4-MU-alpha-glucoside fluorescence;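 note: plate controls were uninhibited enzyme wells for no effect and no-enzyme background for full effect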
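Read-out is 4-methylumbelliferone fluorescence (Ex 365/Em 440 nm) after NaOH/glycine stop at pH 10. Enzyme 4 nM, substrate 400 uM, pH 5.0 citrate buffer, 20 min room temperature; AC50 from Hill-equation concentration-response.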
RECQ1 inh = blocks DNA unwinding by human RECQ1; P46063; RECQ1 DNA unwinding, red fluorescence kinetic read; Potency, µM (titrated, usually from 57.3 µM), for inactives: at the top dose activity, negative = inhibition, most hits filed as inhibitors; 240,000 tested, 0.54% active;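 note: plate controls were vehicle for no effect and no enzyme for full effect; nearly all actives have a fitted effect of over 30% in size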
Target sequence (P46063 whole entry, looked up): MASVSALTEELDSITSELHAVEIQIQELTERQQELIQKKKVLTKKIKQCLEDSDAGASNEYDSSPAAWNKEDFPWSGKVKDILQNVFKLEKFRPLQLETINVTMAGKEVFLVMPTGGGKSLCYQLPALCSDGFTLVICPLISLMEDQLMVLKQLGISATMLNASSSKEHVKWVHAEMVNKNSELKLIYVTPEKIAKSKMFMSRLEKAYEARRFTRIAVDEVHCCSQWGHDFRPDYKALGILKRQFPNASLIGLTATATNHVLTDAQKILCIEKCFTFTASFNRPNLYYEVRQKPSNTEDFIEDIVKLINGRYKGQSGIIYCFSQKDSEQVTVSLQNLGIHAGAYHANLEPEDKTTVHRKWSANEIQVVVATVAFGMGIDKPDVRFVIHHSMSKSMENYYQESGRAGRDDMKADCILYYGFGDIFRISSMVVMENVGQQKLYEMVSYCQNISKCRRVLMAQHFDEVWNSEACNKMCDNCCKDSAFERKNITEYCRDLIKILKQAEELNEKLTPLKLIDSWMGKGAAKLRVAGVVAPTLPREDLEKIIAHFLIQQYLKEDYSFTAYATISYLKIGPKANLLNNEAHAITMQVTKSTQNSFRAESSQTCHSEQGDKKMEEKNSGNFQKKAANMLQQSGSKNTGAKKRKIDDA
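RECQ1T1 50 nM; forked duplex (20 bp + 30-nt ss tails) 200 nM, ATP 2 mM final; pH 8.0, 2 mM MgCl2, 2.5 ug/ml poly(dI-dC); 15 min compound preincubation; discontinuous kinetic read over 2 h at RT.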
RGS12 GoLoco inh = blocks human Gai1 binding to RGS12 GoLoco peptide, red readout. P63096. Gai1:RGS12 GoLoco peptide FP, rhodamine, 10 min. Potency, µM (top dose mostly 61.6 µM), inactives show at the top dose activity, negative = inhibition, most hits filed as inhibitors. 230,000 tested, 0.44% active. AID 880; active = well fitted inhibition curve with a large enough effect, not every such curve was filed as active; inactive = no such curve, though single readings can be large or run the other way; note: nearly all actives have a fitted effect of over 30% in size; many of its hits are not listed in these tables
Target sequence (P63096 whole entry, looked up): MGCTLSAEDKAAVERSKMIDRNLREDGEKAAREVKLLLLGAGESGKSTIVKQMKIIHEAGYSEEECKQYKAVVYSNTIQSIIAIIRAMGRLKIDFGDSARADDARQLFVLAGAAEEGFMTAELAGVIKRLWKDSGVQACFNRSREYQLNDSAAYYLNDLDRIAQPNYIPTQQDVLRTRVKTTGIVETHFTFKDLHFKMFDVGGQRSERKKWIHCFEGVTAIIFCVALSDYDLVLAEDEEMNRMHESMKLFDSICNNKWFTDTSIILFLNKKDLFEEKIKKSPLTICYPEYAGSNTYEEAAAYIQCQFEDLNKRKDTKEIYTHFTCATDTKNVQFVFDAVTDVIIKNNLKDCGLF
GAA spleen mod = lysosomal alpha-glucosidase (human) modulation; Potency, µM (highest dose often 79.9 µM), without a hit: at the highest dose activity change, negative = inhibition, hits mostly inhibitors; P10253; human spleen homogenate, 4-MU-alpha-glucoside fluorescence; AID 2112; 240,000 tested, 0.006% active;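 note: 0% = enzyme with vehicle and -100% = no enzyme basal signal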
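Human spleen homogenate (1 ug) incubated with compounds and 1 mM 4-methylumbelliferyl-alpha-D-glucopyranoside in pH 5.0 citrate/phosphate buffer, 37 C, 40 min. Stopped at pH 10; 4-MU fluorescence (Ex 365/Em 440 nm); AC50 by Hill fit.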
GAA glycogen mod = inhibitors or activators of human alpha-glucosidase glycogen cleavage; P10253; Potency, µM (doses to about 76.4 µM), without a hit: top-dose activity change, negative = inhibition, most hits filed as inhibitors; 300,000 tested, 0.38% active; recombinant GAA, glycogen substrate, Amplex Red glucose oxidase fluorescence;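 note: 0% = full enzyme reaction and -100% = no-enzyme basal signal; the screen sought inhibitors and activators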
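qHTS, 1536-well; enzyme 4 nM final; cpd up to 77 uM; substrate bovine liver glycogen 30 ug; 50 mM citrate/phosphate pH 5.0, 0.01% Tween-20; 37 C, 40 min; Amplex Red detection 45 min RT; Hill fit → AC50.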
Starred values were filed as active, the others as inactive; i = inactive; ? = inconclusive; · = not tested or not shown; & = joins results of further samples; [ ] = another dose, or the depositor's remark. Unless noted, calls come from the whole dose curve; as a rule, active = well fitted curve in the direction sought with a large enough effect; inconclusive = small, poorly fitted or top-dose-only effect, or another doubt; inactive = no such curve, though single readings can be large; an effect the other way counts as inactive or inconclusive. Unless noted, % is set by controls: 0 for no effect and ±100 for the full control effect; potency is the fitted concentration of half-maximal effect. This is a subset. The share of hits here may be higher or lower than overall.

SMILES | TRb SRC2 PPI | TR SRC2 fluor cs | L3MBTL1 inh | GAA inhib | RECQ1 inh | RGS12 GoLoco inh | GAA spleen mod | GAA glycogen mod
O=C(Nc1nnc(SCc2ccc(Cl)cc2)s1)C1CC(=O)N(Cc2ccccc2)C1 (centres undefined) | 8% | -1% | 1% | -8% | -8% | 1% | -4% | 12%
COc1cccc(NC(=S)N(Cc2ccccn2)Cc2ccccc2Cl)c1 | 8% | -3% | 16% | -10% | -10% | 3% | -1% | -6%
O=C(NCc1ccco1)/C(=C\c1cccnc1)NC(=O)c1ccccc1F | 1% | 0% | ? | 3% | 0% | -4% | 6% | -3%
CN1C(=O)/C(=N\OC(=O)c2ccccc2Cl)c2ccccc21 | -11% | -1% | 0% | 14% | -12% | 27% | 5% | -11%
C=C[C@]1(C)C[C@H]1[C@H](NP(=O)(c1ccccc1)c1ccccc1)c1ccccc1 | 1% | -1% | -7% | -3% | -13% | 8% | -4% | 7%
CC(C)n1nnnc1SCC(=O)c1ccc2c(c1)OCCO2 | -2% | -3% | -4% | 2% | i | 8% | -7% | -14%
CCn1c(=O)c(=O)[nH]c2cc(C(=O)NC3CCCc4ccccc43)ccc21 (centres undefined) | 11% | 40µM*[fluorescent] | · | 8% | -21% | 205%[activator] | -5% | -13%
Cc1nn(CCCC(=O)Nc2ccc(Br)cc2F)c(C)c1[N+](=O)[O-] | -4% | -3% | 10% | -7% | -1% | -1% | -8% | -14%
CON1C(=O)C(=O)N(OC)C(C)(C)C1C (centres undefined) | -1% | -1% | 0% | -1% | 9% | -15% | -4% | 2%
CC1=C(C(=O)N2CCN(c3cc(C)ccc3C)CC2)C2(CCC(C)CC2)OC1=O (centres undefined) | -4%&-1% | -19%&-2% | 3% | -5% | 3% | 3% | 6% | 12%[76.3 µM]
Cn1c(=O)[nH]c(=O)c2c1nc(Br)n2CC(O)c1ccccc1 (centres undefined) | -19% | 2% | 35%[activator] | ? | i | 2% | 4% | 9%
Cc1cc(C)c(S(=O)(=O)N2CCCCC2)cc1N(C)S(=O)(=O)c1ccc(Cl)cc1 | 13% | 0% | -6% | 7% | -8% | 4% | -19% | -5%
CC(=O)C(Sc1nc(N(C)C)nc(N(C)C)n1)C(=O)Nc1ccccc1 (centres undefined) | -7% | -5% | -1%[11.4 µM] | -8% | i | 6% | -4% | 20µM*
CC(=O)/C=C1\SC(CC(=O)O)C(=O)N1c1ccccc1 (centres undefined) | -8% | -1% | · | -2% | -11% | -1% | 0% | 1%
CC1(C)CC(=O)C2=C(C1)OC1=C(C(=O)CC(C)(C)C1)C2(C)C | -5% | -4% | 5% | -2% | -8% | 7% | 4% | 0%
COc1cc(C2C(C(=O)OC(C)C)=C(C)Nc3ncnn32)cc(OC)c1OC (centres undefined) | -13% | -3% | · | 0% | -10% | 7% | 0% | 22%
COC(=O)c1c(NC(=O)c2cccnc2Cl)sc(C(=O)N(C)C)c1C | -8% | 0% | -5% | -10% | -6% | 6% | -6% | 5%
CC1(OC(=O)c2ccc(Cl)nc2)C(=O)C=C2C=C(c3ccc(C#N)cc3)OC=C2C1=O (centres undefined) | 6%&6% | -1%&0% | · | · | -6%&-10% | 13%&18% | -2%&0% | ·
CC(C)=C1C2CCC1C(C(=O)Nc1cc(C)cc(C)c1)C2C(=O)O (centres undefined) | -9% | -2% | -7% | ? | i | 1% | 1% | -10%
C=CCNC(=O)c1ccc2c(=O)n(CCCN3CCCC3=O)c(=S)[nH]c2c1 | -9% | -7% | · | 10% | 0% | -11% | -6% | 1%
CCCC(=O)Nc1cc(S(=O)(=O)N(CC)CC)ccc1Cl | -17% | -9% | -3% | 0% | i | -5% | -7% | -3%
COc1ccc(-n2c(Cn3c(=O)sc4ccccc43)nnc2SC)cc1 | 4% | -7% | 4% | -5% | 0% | -6% | -22% | 0%
C#CCNC(=O)C1=C[C@H](C)[C@@H](CCCO)[C@H](OCC)O1 | -1% | -2% | 7% | · | ? | 5% | 2% | 6%
S=c1[nH]nc(C2CCCCC2)n1/N=C/c1ccccn1 | -4% | -2% | 4% | -3% | 4% | -8% | -2% | 6%
C=CCn1c(N)cc(=O)nc1SCC(=O)Nc1ccc(C)cc1 | -10% | -2% | 7% | 1% | -9% | -2% | 7% | -3%

Of the compounds above, these have an NH in an aromatic ring.
SMILES | TRb SRC2 PPI | TR SRC2 fluor cs | L3MBTL1 inh | GAA inhib | RECQ1 inh | RGS12 GoLoco inh | GAA spleen mod | GAA glycogen mod
CCn1c(=O)c(=O)[nH]c2cc(C(=O)NC3CCCc4ccccc43)ccc21 (centres undefined) | 11% | 40µM*[fluorescent] | · | 8% | -21% | 205%[activator] | -5% | -13%
Cn1c(=O)[nH]c(=O)c2c1nc(Br)n2CC(O)c1ccccc1 (centres undefined) | -19% | 2% | 35%[activator] | ? | i | 2% | 4% | 9%
C=CCNC(=O)c1ccc2c(=O)n(CCCN3CCCC3=O)c(=S)[nH]c2c1 | -9% | -7% | · | 10% | 0% | -11% | -6% | 1%
S=c1[nH]nc(C2CCCCC2)n1/N=C/c1ccccn1 | -4% | -2% | 4% | -3% | 4% | -8% | -2% | 6%

Some of the entries above, reformatted.
Values run as follows: TRb SRC2 PPI	TR SRC2 fluor cs	L3MBTL1 inh	GAA inhib	RECQ1 inh	RGS12 GoLoco inh	GAA spleen mod	GAA glycogen mod
> COc1cc(C2C(C(=O)OC(C)C)=C(C)Nc3ncnn32)cc(OC)c1OC (centres undefined)
→ -13%	-3%	·	0%	-10%	7%	0%	22%
> COC(=O)c1c(NC(=O)c2cccnc2Cl)sc(C(=O)N(C)C)c1C
→ -8%	0%	-5%	-10%	-6%	6%	-6%	5%

Next section.
SMILES | TRb SRC2 PPI | TR SRC2 fluor cs | L3MBTL1 inh | GAA inhib | RECQ1 inh | RGS12 GoLoco inh | GAA spleen mod | GAA glycogen mod
COc1cccc(N2CN(CCc3ccccc3)CNC2=S)c1 | 6% | -3% | -8% | -11% | -7% | 10% | -2% | -1%
Cn1cccc1C(=O)NC(=O)COC(=O)c1cc([N+](=O)[O-])ccc1Cl | 0% | -2% | · | 3% | -1% | 5% | 11% | 9%
CCC(C)(C(=O)NC1CCCC1)N(CC1CCCO1)C(=O)c1ccc2c(c1)OCO2 (centres undefined) | -2% | 0% | 5% | -8% | 0% | -2% | 4% | 3%
Cc1ccc2nc(N3C(=O)C(O)=C(C(=O)c4ccco4)C3c3cccs3)sc2c1 (centres undefined) | 11% | -5% | -14% | -3% | -8% | 34%[activator] | -13% | -16%
CS(=O)(=O)N(CCc1ccccc1)CC(=O)N1CCN(Cc2ccccc2)CC1 | -5% | -5% | 3% | -1% | -5% | -12% | -7% | 0%
Cn1cc(/C=N/n2cnc3scc(-c4ccccc4)c3c2=O)c2ccccc21 | -18% | 0% | -3% | -8% | -11% | 11% | 6% | -6%
CCOC(=O)C1(Cc2cccc(OC)c2)CCCN(Cc2nccn2CC)C1 (centres undefined) | 7%[53 µM] | -1%[53 µM] | -17% | 1% | -5% | 14% | 3% | -9%
CCOC(=O)C1=C(C)NC(C)=C(C(=O)OCC)C1c1cn(-c2ccccc2)nc1-c1ccco1 | 10% | -1% | · | 11% | -2% | 5% | -1% | 4%
CC(=O)Nc1c(O)nc(SCC(=O)Nc2ccc(C(C)=O)cc2)[nH]c1=O | -17% | -1% | · | 0% | i | 7% | -6% | 1%
O=c1c2ccccc2oc2nc(-c3cccs3)n(CCc3ccccc3)c(=O)c12 | -3% | 0% | -7% | -2% | -3% | 11% | -6% | 5%
CN(CC(=O)Nc1ccc(Cl)cc1)CC(=O)Nc1cc(Cl)ccc1C#N | 6% | -3% | 12% | -3% | -6% | -1% | 1% | -6%
CC(=O)Nn1c(-c2ccccc2)cc2ccccc21 | 8% | 3% | -5% | -8% | -6% | 2% | -1% | -6%
Cc1cc(C(F)(F)F)n2nc(-c3cnn(C)c3C(F)(F)F)c(Br)c2n1 | -4% | -2% | -7% | ? | 21% | -1% | -2% | 3%
CN1C(=O)c2ccc(NC(=O)CCS(=O)(=O)c3ccccc3)cc2C1=O | -2% | -1% | · | -6% | -4% | 9% | -2% | 9%
O=C(NCC1CC1)[C@@H]1C[C@H]1[C@@H](NP(=O)(c1ccccc1)c1ccccc1)c1ccccc1 | -15%&3% | -2%&0% | -2% | 1% | -5%&2% | -10%&1% | -8%&-9% | 15%
COc1ccccc1/C=N/OC(=O)c1ccc(F)cc1 | -4% | -1% | 2% | · | -20% | 5% | 4% | 13%
O=C(COC(=O)C1CC(=O)N(Cc2ccccc2)C1)Nc1ccc(Cl)cc1F (centres undefined) | -11% | 1% | -5% | -2% | -4% | 3% | -7% | -17%
Cc1cccc(Nc2nc3c(s2)CCCC3)c1 | 0% | 0% | -3% | 5% | -3% | 1% | -6% | ?
COc1ccc(CCN2C(=NC(=O)CC(C)C)SC3CS(=O)(=O)CC32)cc1OC (centres undefined) | -2% | -5% | 59%[activator] | · | -14% | 10% | 1% | 2%
COc1ccc(-c2cc(=O)oc3cc(OC(=O)C4CCCCC4)c(Cl)cc23)cc1 | -2% | -9% | 39%[activator] | 10% | -2% | -10% | 4% | 3%
